Source: PubChem
Xi reactivation: reactivates the inactive X chromosome in mouse fibroblasts | hit rate 0.055% among 360,000 | AID 743238 | activation, % at 7.58 µM | XiGFP mouse fibroblasts, % GFP-positive cells imaging, 3 d; cells co-treated with 5-aza-dC sensitizer; scaled so ellipticine positive control = 100%;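 active means mean normalized replicate activation at least 10% and every replicate at or above 10%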;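 further: 0% = median of on-plate neutral control wells and 100% = ellipticine 6 µM median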
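Material: XiGFP fibroblasts, SV40-immortalized. Buffer or medium: DMEM plus 5-aza-dC sensitizer. Compound: single concentration per compound, delivered by pin transfer. Times: 3 days compound exposure. Controls: ellipticine 6 µM.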
LGR2 inh: Drosophila LGR2 receptor signaling inhibition. AID 720647. inhibition, % at 9.99 µM. HEK293 LGR2, CRE-luciferase, bursicon-stimulated, 4 h. hit rate 0.35% among 380,000;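 active means drop in luminescence signal, shown as inhibition above about 50% in the replicate tests, limit read from the data, passing the limit was not always enough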;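 further: agonist challenge used bursicon conditioned medium at about half maximal strength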
Starred values were filed as active, the others as inactive. This is a subset; count on the stated rates, not on these rows.

Order of values – LGR2 inh, Xi reactivation
> COc1cc(/C=C/C(=O)Nc2nc3ccc(S(=O)(=O)NC(C)C)cc3s2)cc(OC)c1OC
→ -16, 0.4
> Cc1cccc(C)c1-n1c(C)cc(/C=N\NC(=O)CC(=O)NC2CCCCC2)c1C
→ 4, -0.4
> O=C(NC(=S)Nc1ccc(N2CCOCC2)cc1)c1cncc(Br)c1
→ -22, 0.3
> CC(=O)N1N=C(c2ccc(C)o2)CC1c1ccc(F)cc1 (centres undefined)
→ 4, 0.2
> COC(=O)c1ccc(NC(CC(C)C)C(=O)OC)c([N+](=O)[O-])c1 (centres undefined)
→ -9, 0.1
> O=C1NC(c2ccc(-c3ccccc3[N+](=O)[O-])o2)C(C(=O)c2ccc(Cl)cc2)C(O)(C(F)(F)F)N1 (centres undefined)
→ 2, 0.1
> O=C(COC(=O)c1c2c(nc3ccccc13)CCCCC2)NCc1ccc2c(c1)OCO2
→ 3, 0.0
> CCSc1nc2ccccc2n1C(=O)c1ccc(S(=O)(=O)N2CCCCCC2)cc1
→ -1, 0.1
> Cc1ccnc(NC(=O)c2sc3ccccc3c2Cl)c1
→ 87*, -0.1
> CCOc1ccc(C(C(=O)NC2CCCCC2)N(C(=O)Cc2cccs2)c2ccc(-n3cnnn3)c(OC)c2)cc1 (centres undefined)
→ -20, -0.1
> CC1=CC2=NC(=O)/C(=C\c3ccc(-c4ccc(Cl)cc4)o3)C(=N)N2O1
→ 3, 0.1
> O=C(C[n+]1cc(-c2ccc(F)cc2)n2c1CCC2)OCc1ccccc1
→ 5, 0.4
> Cc1ccc(NCC(=O)N/N=C/c2c[nH]c3ccccc23)cc1
→ 24, 0.0
> COc1ccc2nc(C)cc(SCC(=O)NNC(=O)COc3cccc4ccccc34)c2c1
→ 2, 0.0
> Cc1ccc(NC(=O)CN(c2ccccc2)S(=O)(=O)N(C)C)cc1
→ -1, 0.0
> Cc1ccc(N2C(=O)CSC2c2ccc3c(c2)OCO3)cc1 (centres undefined)
→ 13, 1.4
> COc1ccc(NC(=O)c2ccccc2NC(=O)CSc2ccccc2)cc1
→ -27, 0.1
> Cc1ccc(N=Cc2c(O)n(-c3nccs3)c(=O)c3ccccc23)c(C)c1
→ 4, 0.0
> O=C(CSCc1ccccc1)Nc1cccc(F)c1
→ -35, 0.4
> O=S(=O)(c1ccc(Cl)nc1)N1CCCc2ccccc21
→ 21, 0.1
> CNc1c(N=Cc2cccnc2)c(=O)n(C)c(=O)n1C
→ -4, 0.5
> COc1ccc(NS(=O)(=O)c2cc(OCC(N)=O)c(C)cc2Cl)cc1
→ 11, 0.0
> CC(/C=N/n1c(-c2ccc(C)cc2)n[nH]c1=S)=C\c1ccco1
→ -20, 0.0
> CCc1[nH]c(=S)c(C#N)c2c1CCCC2
→ 1, 0.1
> CCS(=O)(=O)NCC(c1ccco1)N1CCN(c2ccccc2F)CC1 (centres undefined)
→ -4, 0.0
> O=C(Oc1ccccc1Cl)c1ccc(N2CCOCC2)c([N+](=O)[O-])c1
→ 4, -0.1
> Cc1c(Cl)cccc1NC(=S)NCCN1CCOCC1
→ -11, 0.3
> COc1ccc(/C=C2\SC(=O)N(CCC(=O)Nc3ccc(S(=O)(=O)Nc4nccs4)cc3)C2=O)cc1
→ -40, 0.1
> Cc1ccc(F)cc1NC(=S)NCCc1ccccc1
→ 7, 0.0
> CCC(C)NC(=O)c1ccc(N2CCC3(CC2)OCCO3)c([N+](=O)[O-])c1 (centres undefined)
→ -17, -0.1

Remaining list, next part
Order of values – LGR2 inh, Xi reactivation
> Cc1cccc(C(C)C)c1NC(=O)COC(=O)COc1ccc2c(C)cc(=O)oc2c1
→ 0, 0.0
> CCOc1ccc2nc(N3C(=O)/C(=C/c4ccc(Cl)cc4)NC3=S)sc2c1
→ -12, 0.0
> O=C(NN1C(=O)C2C3c4ccccc4C(c4ccccc43)C2C1=O)c1ccccc1 (centres undefined)
→ 12, 0.0
> Cc1ccc(/C=N/NC(=O)c2ccc(Br)o2)s1
→ -52, 0.0
> Cc1ccc(C(=O)Nc2ccccc2Sc2ccccc2)cc1
→ -11, 0.1
> Cc1ccc(C(=O)C[n+]2cc(Br)cc(Br)c2)cc1[N+](=O)[O-]
→ -12, -0.1
> FC(F)(F)c1cccc(CNC(=S)Nc2ccccc2)c1
→ 2, 0.0
> CC1=NN(C(=O)Cn2nc([N+](=O)[O-])cc2C)C(O)(C(F)(F)F)C1 (centres undefined)
→ 7, -0.1
> CCOc1ccc(NC(=S)Nc2ccc3nsnc3c2)cc1
→ -35, 0.2
> CCN(c1ccccc1)S(=O)(=O)c1ccc(Cl)c(NC(=O)CSc2nncn2C)c1
→ 0, 0.0
> O=C(CCN1C(=O)/C(=C\c2cccs2)SC1=S)Nc1nccs1
→ 15, -0.1
> CCOC(=O)c1c(NC(C)=O)sc2c(O)c(Br)cc(Br)c12
→ 9, 0.0
> C[C@H](CO)N1C[C@H](C)[C@H](CN(C)Cc2ccc(C(=O)Nc3ccccc3N)cc2)Oc2ccc(NC(=O)Nc3ccccc3)cc2CC1=O
→ 3, 0.1
> COc1ccccc1NS(=O)(=O)c1cc(NC(=O)Nc2cccc(C)c2)ccc1N1CCCCC1
→ 2, 0.1
> CN(Cc1cccnc1)Cc1c(C(=O)N2CCc3ccccc3C2)nc2ccc(Cl)cn12
→ -12, 0.1
> O=C(Nc1cccc(S(=O)(=O)N2CCOCC2)c1)[C@@H]1CCCN1S(=O)(=O)c1ccc(Cl)cc1
→ 0, 0.0
> CCN(CC)S(=O)(=O)c1cccc(-c2n[nH]c(=S)n2/N=C/c2ccc(Br)cc2)c1
→ 2, 0.5
> CCCCN(C)C(=O)c1cc2cc3cc(OC)ccc3nc2o1
→ -60, 0.0
> C[C@@H]1CCCCO[C@@H](CN(C)C(=O)Cc2ccccc2)[C@@H](C)CN([C@H](C)CO)C(=O)c2cc(NC(=O)Nc3ccc(F)cc3)ccc2O1
→ -6, -0.4
> COc1cc2nc(/C=C/c3cc(OC)c(OC)c(OC)c3)sc2cc1SC
→ 6, 0.0
> Cc1ccc(C)c(C2C(C#N)=C(N)Oc3cc(C)oc(=O)c32)c1 (centres undefined)
→ 7, -0.1
> C/C(N)=C(/C#N)C(=O)COC(=O)c1cc(-c2cccc3ccccc23)nc2ccccc12
→ 1, 0.6
> Cc1ccc(OCC(=O)NC(=S)Nc2cccc(C)n2)cc1
→ -6, 0.0
> CCn1cc(CNC(=O)c2c(-c3c(Cl)cccc3Cl)noc2C)c(C)n1
→ -6, 0.3
> Cc1ccc(NC(=O)CN(C)C(=O)COc2cccc3cccnc23)cc1
→ 7, -0.1
> Cc1nn(C)c(C(=O)NC2C3CC4CC(C3)CC2C4)c1Cl (centres undefined)
→ -5, 0.2
> CC(=O)N1CCc2ccc(S(=O)(=O)N3CCN(C)CC3)cc21
→ 8, -0.2
> Cc1cccc(N=Nc2ccc(O)c3ncccc23)c1
→ 17, 1.5
> COc1cc(N(C(=O)Cc2cccs2)C(C(=O)NC2CCCCC2)c2cccc(OC)c2OC)ccc1-n1cnnn1 (centres undefined)
→ 10, -0.1
> CCOC(=O)N1CCN(CC(O)COc2c(C)cccc2C)CC1 (centres undefined)
→ 13, 0.1

Going on with the list.
Order of values – LGR2 inh, Xi reactivation
> O=C(Nc1ccccc1)c1ccc(Nc2c([N+](=O)[O-])cc([N+](=O)[O-])c3ccccc23)cc1
→ 21, 0.1
> CC(C)(C)SCCNC(=O)/C=C/c1cccc([N+](=O)[O-])c1
→ -14, -0.1
> O=C(O)/C=C/c1nc(-c2ccccc2)n2ccccc12
→ 24, 0.0
> Cc1ccc2c(c1)Oc1ccc(NC(=O)CCl)cc1C(=O)N2
→ 8, 0.0
> COc1ccc(/C=N\NC(=O)c2nn(C)cc2Cl)cc1CN1CCOCC1
→ -7, 0.0
> S=c1[nH]nc(-c2ccco2)n1/N=C/c1cccs1
→ -2, 0.1
> CS(=O)(=O)N1CCN(C(=S)NCc2ccc(F)cc2)CC1
→ 19, -0.3
> CCCCCC(C)NC(=S)NC(=O)c1cc(S(=O)(=O)N2CCOCC2)ccc1C (centres undefined)
→ 2, 2.2
> O=C1NC(=O)/C(=C\c2ccc(Oc3cnccn3)cc2)S1
→ -69, 0.1
> CC(=O)c1cccc(CN2CCN(CC(C)C)C(CCO)C2)c1 (centres undefined)
→ -4, 0.3
> CNC(=S)NCCN1CCOCC1
→ 13, 0.3
> CCc1ccccc1NC(=O)CSc1n[nH]c(C)c1[N+](=O)[O-]
→ -9, 0.0
> Cc1ccc(NC(=O)CN2C(=O)NC(C)(c3ccc(Cl)cc3)C2=O)cc1S(=O)(=O)N1CCOCC1 (centres undefined)
→ -14, 0.4
> CC(NC(=O)CCC(=O)N1CCN(S(=O)(=O)c2ccc(Cl)cc2)CC1)c1ccccc1 (centres undefined)
→ 13, -0.1
> CC(=O)c1cccc(NC(=O)C(OC(=O)c2ccccc2NS(=O)(=O)c2cccs2)c2ccccc2)c1 (centres undefined)
→ 6, 0.0
> CCOc1ccc(S(=O)(=O)N(C)c2ccc(OCC(=O)Nc3nc4ccccc4s3)cc2)cc1
→ -9, 0.4
> CC(C)COC(=O)/C(C#N)=C/c1c[nH]c2ccccc12
→ -49, 0.0
> Cc1cccc(-c2nsc(SCC(=O)Nc3ccc4c(c3)OCO4)n2)c1
→ -43, 0.0
> COc1ccc(S(=O)(=O)N2CCCCCC2)cc1N(C)S(=O)(=O)c1ccccc1
→ 8, 0.8
> CC1CCN(S(=O)(=O)c2ccc(S(=O)(=O)N3CCC4(CC3)OCCO4)cc2)CC1
→ -10, 0.1
> O=C1C2C3CCC(C3)C2C(=O)N1CNc1ccccc1 (centres undefined)
→ -6, 0.0
> CCSc1nc(CC)c2c(c1C#N)CCCC2
→ 3, 0.4
> Cc1nc2ccccc2cc1C(=O)N/N=C/c1ccccc1[N+](=O)[O-]
→ -6, 0.0
> Cc1ccc(S(=O)(=O)Nc2nc3ccccc3nc2NCc2ccc3c(c2)OCO3)cc1C
→ -12, -0.1
> CC(=O)c1cccc(Nc2cc(C)nc3c(C)cc(C)cc23)c1
→ -3, 0.2
> CC(C)=NOc1nc(N(C)C)nc(N(C)C)n1
→ 7, -0.1
> O=C(COC(=O)c1c2c(nc3ccccc13)/C(=C/c1ccco1)CC2)NC1CCCC1
→ -10, 0.2
> Cc1sc2nc(COC(=O)c3ccc(N4CCCC4)c([N+](=O)[O-])c3)[nH]c(=O)c2c1C
→ -4, 0.5
> CC(NC(=S)Nc1ccc(OC(F)F)cc1OC(F)F)C(C)(C)C (centres undefined)
→ -4, 0.0
> C=CCc1cc(OC)ccc1OCCOCCC(C(=O)OCC)C(=O)OCC
→ 7, -0.1

Other records follow:
Order of values – LGR2 inh, Xi reactivation
> CCCOc1ccc(/C=N/NC(=S)Nc2ccccc2[N+](=O)[O-])c(O)c1
→ 83*, 0.9
> CN1/C(=C\C=C(/C#N)C(=O)Nc2ccc(Cl)cc2)C(C)(C)c2ccccc21
→ 6, 0.0
> Cc1sc2nc(CN3CCOCC3)[nH]c(=O)c2c1-c1ccccc1
→ 19, 1.6
> Cc1[nH]oc(=O)c1N=Nc1c(Cl)cccc1Cl
→ 2, 0.3
> COc1ccc2c(C)cc(SCn3nnc4ccccc4c3=O)nc2c1
→ -17, 2.4
> CCOc1ncccc1C(=O)NCc1ccc(OC)c(OC)c1
→ -14, 0.0
> O=C(NCCc1ccccc1)Nc1cccc(Cl)c1
→ -21, 0.6
> COc1ccc(C(CC(=O)Nc2cc(OC)cc(OC)c2)n2cccc2)cc1 (centres undefined)
→ 4, 0.1
> Cc1ccc(Sc2ncnc(N)c2[N+](=O)[O-])cc1
→ 9, -0.1
> C/C(=N\NC(=O)c1nn(C)cc1Br)c1ccncc1
→ -3, 0.0
> CCOc1cc(/C=N/N=C2/NC(=O)C(CC(=O)O)S2)ccc1OCc1ccccc1Cl (centres undefined)
→ 11, 0.1
> Cc1c(NC(=O)c2nn3c(C(F)(F)F)cc(-c4ccccc4)nc3c2Cl)c(=O)n(-c2ccccc2)n1C
→ -9, 0.0
> COc1cc(C(=S)N2CCOCC2)ccc1OS(=O)(=O)c1ccc(NC(C)=O)cc1
→ -12, 0.0
> O=C(c1ccc([N+](=O)[O-])cc1)N1CCSC1c1ccccc1 (centres undefined)
→ -1, 0.0
> Cc1ccc(C)c(Nc2ncnc(N)c2[N+](=O)[O-])c1
→ -1, 0.0
> COC(=O)c1ccc(/C=C2/SC(=S)N(CCCC(=O)Nc3ccccn3)C2=O)cc1
→ -14, 0.3
> CN(CC(=O)NC(=O)NCc1ccccc1)Cc1ccc(Cl)cc1
→ -2, 0.1
> CCC(=O)OCCNc1cc(Sc2nccn2C)c2nonc2c1[N+](=O)[O-]
→ 19, 5.7
> CCOP(=O)(OCC)C(NC(=O)Nc1ccccc1)C(N)=O (centres undefined)
→ 16, 0.2

Among those listed so far, nine contain a furan ring, fused or not.
Order of values – LGR2 inh, Xi reactivation
> CC(=O)N1N=C(c2ccc(C)o2)CC1c1ccc(F)cc1 (centres undefined)
→ 4, 0.2
> O=C1NC(c2ccc(-c3ccccc3[N+](=O)[O-])o2)C(C(=O)c2ccc(Cl)cc2)C(O)(C(F)(F)F)N1 (centres undefined)
→ 2, 0.1
> CC1=CC2=NC(=O)/C(=C\c3ccc(-c4ccc(Cl)cc4)o3)C(=N)N2O1
→ 3, 0.1
> CC(/C=N/n1c(-c2ccc(C)cc2)n[nH]c1=S)=C\c1ccco1
→ -20, 0.0
> CCS(=O)(=O)NCC(c1ccco1)N1CCN(c2ccccc2F)CC1 (centres undefined)
→ -4, 0.0
> Cc1ccc(/C=N/NC(=O)c2ccc(Br)o2)s1
→ -52, 0.0
> CCCCN(C)C(=O)c1cc2cc3cc(OC)ccc3nc2o1
→ -60, 0.0
> S=c1[nH]nc(-c2ccco2)n1/N=C/c1cccs1
→ -2, 0.1
> O=C(COC(=O)c1c2c(nc3ccccc13)/C(=C/c1ccco1)CC2)NC1CCCC1
→ -10, 0.2
